Compound activity as filed in PubChem.
EPAC2 antagonist: EPAC2 (human) antagonism; Q8WZA2; EPAC2 GEF exchange of Rap1B-BODIPY-GDP, fluorescence; Potency, µM (titrated, usually from 114 µM), without a hit: at the highest dose activity, negative = inhibition, most hits filed as inhibitors; 360,000 compounds, 0.18% hits; note: % is set by controls: 0 for no effect and ±100 for the full control effect; nearly all actives have a fitted effect of over 45% in size; many of its hits are not listed in these tables
Target sequence (Q8WZA2 whole entry, looked up): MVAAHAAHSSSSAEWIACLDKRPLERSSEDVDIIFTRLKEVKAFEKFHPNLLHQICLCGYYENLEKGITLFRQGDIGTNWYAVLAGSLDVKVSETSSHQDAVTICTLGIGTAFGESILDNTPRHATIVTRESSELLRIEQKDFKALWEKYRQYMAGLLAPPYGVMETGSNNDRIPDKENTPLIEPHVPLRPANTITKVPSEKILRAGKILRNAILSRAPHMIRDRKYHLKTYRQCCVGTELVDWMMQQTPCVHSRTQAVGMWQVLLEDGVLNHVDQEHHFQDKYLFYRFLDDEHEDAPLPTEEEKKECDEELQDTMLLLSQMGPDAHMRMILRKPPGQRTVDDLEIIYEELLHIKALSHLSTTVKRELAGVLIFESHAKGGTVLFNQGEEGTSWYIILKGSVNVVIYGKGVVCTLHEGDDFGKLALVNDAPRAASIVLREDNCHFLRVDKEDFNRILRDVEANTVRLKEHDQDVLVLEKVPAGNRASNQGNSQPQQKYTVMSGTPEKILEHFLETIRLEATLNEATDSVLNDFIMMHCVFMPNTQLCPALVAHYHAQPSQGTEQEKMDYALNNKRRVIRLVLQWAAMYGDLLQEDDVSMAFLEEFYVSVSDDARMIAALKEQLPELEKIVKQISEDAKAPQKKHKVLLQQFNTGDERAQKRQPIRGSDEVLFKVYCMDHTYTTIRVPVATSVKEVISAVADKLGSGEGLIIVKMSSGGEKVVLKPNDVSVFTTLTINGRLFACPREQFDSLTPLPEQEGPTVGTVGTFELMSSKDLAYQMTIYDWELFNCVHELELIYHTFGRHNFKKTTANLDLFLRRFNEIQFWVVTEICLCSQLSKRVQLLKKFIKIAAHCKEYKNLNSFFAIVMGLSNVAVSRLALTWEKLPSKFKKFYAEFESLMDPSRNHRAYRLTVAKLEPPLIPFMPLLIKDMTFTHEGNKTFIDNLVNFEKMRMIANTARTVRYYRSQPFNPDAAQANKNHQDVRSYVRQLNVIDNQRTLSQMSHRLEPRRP
ATXN2 expr inh: reduces ATXN2 reporter expression in HEK-293 cells; HEK-293 ATXN2-luciferase reporter, luminescence, 24 h; Potency, µM (top dose mostly 57 µM), without a hit: at the top dose activity change, negative = inhibition, most hits filed as inhibitors; 360,000 compounds, 0.72% hits; AID 1745845; note: % is set by controls: 0 for no effect and ±100 for the full control effect; nearly all actives have a fitted effect of over 55% in size
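ATXN2-luciferase reporter cells (luciferase flanked by upstream and downstream ATXN2 gene portions) were treated 24 h at 37 °C with compounds at up to 57 uM. SteadyGlo luminescence gave expression; GF-AFC fluorescence gave viability.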
S2 tox: viability counter-screen for ATXN expression inhibitors; 400,000 compounds, 0.49% hits; S2 cells (HEK-293 line with an ATXN2-luciferase reporter) viability, CellTiter-Fluor protease fluorescence, 24 h; Potency, µM (doses to about 56.7 µM), hits mostly cytotoxic; note: nearly all actives have a fitted effect of over 40% in size
Nrf2 ARE act: activates Nrf2 signaling; AREc32 ARE-luciferase reporter (MCF7-derived line), luminescence, 24 h; Potency, µM (series often up to 46.1 µM), without a hit: top-dose activation, hits mostly activators; 410,000 compounds, 0.31% hits; AID 624171; note: % of control where 0% means no effect; nearly all actives have a fitted effect of over 65% in size
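Nrf2 activation is followed as ARE-luciferase induction in the AREc32 line after one day of compound treatment; luminescence is read with Steady-Glo.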
A549 tox: kills or reduces viability of A549 cells in Nrf2 counter-screen; 390,000 compounds, 0.16% hits; Potency, µM (top dose mostly 46 µM), for inactives: at the top dose activity change, negative = cytotoxicity, usual class: inhibitors; A549 ARE-Fluc cells, CellTiter-Fluor viability, 18-24 h; AID 504648; note: % is set by controls: 0 for no effect and ±100 for the full control effect
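Cytotoxicity counterscreen: CellTiter-Fluor fluorescence was measured in A549 ARE_Fluc cells after 18-24 h of compound exposure in a concentration series. The subsequent BugLite luminescent read reports ARE-luciferase activity.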
TGFb SMAD3 inh: blocks TGF-b signaling; HepG2 CAGA-GFP TGF-b/SMAD3 reporter, GFP fluorescence, 18 h; TGF-beta stimulated, 500 pg/mL final; Potency, µM (top dose mostly 46.1 µM), for inactives: top-dose activity, negative = inhibition, most hits filed as inhibitors; 410,000 compounds, 1.2% hits; AID 588855; note: % is set by controls: 0 for no effect and ±100 for the full control effect; nearly all actives have a fitted effect of over 65% in size
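GFP signal (ex488/em500-530) from TGF-beta-stimulated HEPG2 CAGA-GFP cells, 500 pg/mL final, 18 h at 37 degrees C in DMEM plus 1% FBS, normalized to unstimulated and DMSO-stimulated controls.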
Nrf2 block: blocks Nrf2 signaling. A549 ARE-Fluc reporter, luciferase luminescence, 18-24 h. Potency, µM (series often up to 46 µM), without a hit: at the highest dose activity change, negative = inhibition, hits mostly inhibitors. 360,000 compounds, 2.1% hits; note: % is set by controls: 0 for no effect and ±100 for the full control effect; nearly all actives have a fitted effect of over 60% in size
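Cells were seeded and rested 2 h, then exposed to compounds for 18-24 h. CellTiter-Fluor was read first as a viability measure. BugLite was added 15 min before the final luminescent read of ARE-luciferase activity in A549 cells.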
HepG2 viability: kills HepG2 cells in TGF-b inhibitor counter-screen. HepG2 CAGA-GFP viability, ATP luminescence, 18 h. AID 588856. 410,000 compounds, 0.76% hits. Potency, µM (highest dose often 46.1 µM), for the others: at the top dose activity change, negative = cytotoxicity, usual class: cytotoxic; note: some results filed as inactive show a strong effect at the top dose
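HepG2 CAGA-GFP cells (1000/well, DMEM with 1% FBS) received compound, then TGF-beta at 500 pg/mL final, and were incubated 18 hours at 37 degrees C. Viability was read by CellTiter-Glo luminescence. Media-only wells were set as complete cell-killing and DMSO as no toxicity.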
MCF10A rerep: DNA re-replication induction in MCF 10a cells | MCF 10A DNA re-replication, Hoechst nuclear intensity, 48 h | Potency, µM (titrated, usually from 46.1 µM), without a hit: top-dose activity, positive = re-replication, hits mostly activators | 350,000 compounds, 2.9% hits; note: % of control where 0% means no effect; nearly all actives have a fitted effect of over 50% in size
* = called active by the depositor; i = inactive; u = inconclusive; x = not tested or not shown; [ ] = dose if it differs, or a comment. Calls come from the whole dose curve; as a rule, active = well fitted curve in the direction sought with a large enough effect; inconclusive = small, poorly fitted or top-dose-only effect, or another doubt; inactive = no such curve, though single readings can be large; an effect the other way counts as inactive or inconclusive. Potency is the fitted concentration of half-maximal effect.

SMILES	EPAC2 antagonist	ATXN2 expr inh	S2 tox	Nrf2 ARE act	A549 tox	TGFb SMAD3 inh	Nrf2 block	HepG2 viability	MCF10A rerep
O=C1C=C(NC2CC2)C2(CCCCC2)O1	-16%	5%	i	-0.5%	15%	-1%	25%	-2%	-3%
CCN(CC)C(=O)CCCSc1nnc(Nc2ccccc2F)s1	-2%	8%	i	0.1%	0%	26%	0%	-6%	-1%
c1ccc2c(c1)CCc1c(-c3ccncc3)n[nH]c1-2	-12%	x	i	u	-4%	-17%	7%	6%	17%
CCOC(=O)N1CCN(C(=O)CN(c2ccc(OC)cc2)S(C)(=O)=O)CC1	-4%[57.1 µM]	1%	i	-0.8%	-13%	1%	-5%	-1%	-3%
COc1ccc(CCNC(=S)N2CCC(C(N)=O)CC2)cc1	4%	-1%	i	0.0%	-12%	-4%	-1%	-6%	2%
O=C(CSc1nc(O)cc(=O)[nH]1)N1CCOCC1	21%	-6%	i	1.1%	5%	6%	u	-2%	-7%
O=C(Cn1ccc([N+](=O)[O-])n1)Nc1nccs1	12%	1%	i	0.1%	2%	0%	-2%	9%	-3%
CCS(=O)c1ccccc1C(=O)OC(C)C(=O)Nc1ccc(S(=O)(=O)N2CCCC2)cc1 (centres undefined)	16%	1%	i	0.4%	-9%	-13%	13%	-1%	5%
OCCN(CC#CCC(O)(c1ccccc1)C1CCCC1)CCO (centres undefined)	-3%	-11%	i	-1.0%	2%	-1%	5%	4%	9%
CSc1nnc([C@@H](NC(=O)OC(C)(C)C)C(C)C)o1	3%	-2%	i	0.0%	-5%	-3%	13%	-4%	-3%
Cn1c(CNC(=O)c2ccccc2F)nnc1SCC(=O)c1ccccc1	1%	-7%	i	0.3%	-3%	3%	10%	8%	0%
CCOC(=O)C1C(=O)CC(C)(O)C(C(=O)OCC)C1c1ccc(F)cc1 (centres undefined)	20%	5%	i	-1.2%	0%[1.84 µM]	-1%	5%	4%	-2%
Cc1cc2c(nc1C)CCCN2C[C@@H](C)O/N=C1/[C@H]2CCn3c(=O)n(-c4ccccc4)c(=O)n3[C@H]2[C@H](O)[C@@H]2O[C@H]12	8%	-10%	i	26%	0%	-23%	u	1%	u
CC(=O)NCC12CC3CC(C1)CC(C(=O)O)(C3)C2	2%	6%	i	-1.2%	-5%	29%	x	7%	-28%
Cn1c(=O)c2c(nc(NCc3ccco3)n2C/C=C/c2ccccc2)n(C)c1=O	0%[57.1 µM]	u	u	5.0%	u	4µM*	4.1µM*	-32%	u
Cc1ccc(Cl)cc1NC(=O)C1CCCN1S(=O)(=O)c1ccc(-c2ccc(=O)[nH]n2)s1 (centres undefined)	8%	-23%	i	4.6%	8%	-17%	6%	-14%	u
CC(=O)N1CCc2c(sc(NC(=O)CCS(=O)(=O)c3ccc(C)cc3)c2C#N)C1	-4%	24%	i	26%	7%	-13%	14%	-10%	u
COc1cc(OC)c2c(C)cc(=O)oc2c1C(CCN1CCCCC1)c1ccc(N(C)C)cc1 (centres undefined)	x	x	x	x	u	-11%	-6%	-34%	x
Cc1c(Cl)cccc1NC(=S)/C(=C(\[O-])c1ccc(Cl)s1)[n+]1ccccc1	-7%	-16%	i	-2.4%	-8%	1%	-18%	-13%	x
O=C(NC(=S)N1CCCCCC1)c1cccc([N+](=O)[O-])c1	-8%	-15%	i	-0.4%	-5%	1%	16%	-7%	7%
Cc1ccc([C@H]2N[C@]3(CCCN(Cc4ccc(F)cc4)C3=O)[C@H]3C(=O)N(Cc4ccccc4)C(=O)[C@@H]23)cc1	2%	-6%	i	-0.5%	x	17%	x	-1%	x
Cc1nc(SCC(=O)Nc2ccc3c(c2)OCO3)c(C#N)c2c1CCCC2	3%	7%	i	0.1%	-16%	-2%	u	-6%	-1%
Cn1c(SCC(=O)Nc2nccs2)nnc1-c1ccc(S(=O)(=O)N2CCCC2)cc1	4%	1%	i	-0.9%	-10%	0%	x	3%	-4%
O=C1C=C(c2ccc3c(c2)oc2ccccc23)C[C@@H](c2ccc3c(c2)OCO3)C1	-3%	-9%	i	0.5%	15%	0%	10%	5%	-11%
CCCc1nn(C)c(C(=O)Nc2cccc3ccccc23)c1Cl	-5%	38%	i	11%	0%	-19%	13%	-1%	5%
O=C(COc1ncnc2c(Cl)cc(Cl)cc12)NCCC1=CCCCC1	10%	0%	i	0.4%	1%	-18%	-4%	-5%	2%
O=C(CSc1nnc(-c2ccccc2)c(-c2ccccc2)n1)Nc1ccc(Br)cn1	-1%	-20%	i	4.0%	-7%	0%	u	9%	u
Cc1ccc(C)c(N2CCN(C(=O)c3cccn4c(=O)c5ccccc5nc34)CC2)c1	x	10%	i	-0.4%	-12%	0%	x	-11%	x
COc1c(Cl)cc(C(=O)O)cc1Cl	-6%	9%	i	-0.1%	1%	1%	-1%	-2%	-4%
COc1cccc(/C=C2\SC(=S)N(CCC(=O)N3CCCCC3)C2=O)c1	1%	29%	i	8.0%	13%	3%	u	-33%	10µM*
O=C(OCc1nnc(-c2ccccc2)o1)c1ccc2c(c1)OCCO2	1%	26%	i	3.0%	-7%	-6%	19%	4%	2%
Cc1ccc(CN2C(=O)CN(C3CCC(C)CC3)C(=O)C2c2ccc(F)cc2)cc1 (centres undefined)	x	x	x	-0.4%	4%	-7%	x	-2%	x
CC1(C)Cc2c(sc3[nH]c(=S)[nH]c(=O)c23)CO1	7%	4%	i	3.6%	-4%	3%	8%	8%	-2%
COc1ccc(C(=O)CC(=O)C(=O)Nc2cc(OC)c(OC)c(OC)c2)cc1	24%	x	i	3.6%	-1%	-2%	4%	-6%	-2%
CCOC(=O)C1(CC2CC2)CCN(C(=O)c2ocnc2C)CC1	-6%	12%	i	2.2%	0%	-1%	u	-2%	-4%
CC1(C)C(=O)Nc2ccccc2N1C(=O)COC(=O)c1cc(S(C)(=O)=O)ccc1Cl	4%	4%	i	-0.2%	-2%	-5%	14%	1%	7%
Cc1ccc(S(=O)(=O)N(CCC(=O)NCc2ccc(S(N)(=O)=O)cc2)c2ccccc2)cc1	-1%	1%	i	2.2%	-11%	-2%	-11%	1%	-2%
O=C(NCc1cn2ccsc2n1)Nc1ccc(Cl)cc1	-1%	4%	i	0.2%	-6%	-2%	u	-28%	1%
CCC(=NNc1ccc([N+](=O)[O-])cc1[N+](=O)[O-])c1ccccc1	-20%	-6%	i	0.4%	x	5%	x	0%	x
N/C(CS(=O)(=O)c1ccccc1)=N\OC(=O)c1ccc(F)cc1	19%	24%	i	0.4%	0%	14%	u	10%	0%

Ordered by heavy-atom count (highest first): part of the list above
SMILES	EPAC2 antagonist	ATXN2 expr inh	S2 tox	Nrf2 ARE act	A549 tox	TGFb SMAD3 inh	Nrf2 block	HepG2 viability	MCF10A rerep
Cc1ccc(CN2C(=O)CN(C3CCC(C)CC3)C(=O)C2c2ccc(F)cc2)cc1 (centres undefined)	x	x	x	-0.4%	4%	-7%	x	-2%	x
O=C(OCc1nnc(-c2ccccc2)o1)c1ccc2c(c1)OCCO2	1%	26%	i	3.0%	-7%	-6%	19%	4%	2%
CC1(C)Cc2c(sc3[nH]c(=S)[nH]c(=O)c23)CO1	7%	4%	i	3.6%	-4%	3%	8%	8%	-2%

Gathered by group: the compounds so far with a COOH group.
SMILES	EPAC2 antagonist	ATXN2 expr inh	S2 tox	Nrf2 ARE act	A549 tox	TGFb SMAD3 inh	Nrf2 block	HepG2 viability	MCF10A rerep
CC(=O)NCC12CC3CC(C1)CC(C(=O)O)(C3)C2	2%	6%	i	-1.2%	-5%	29%	x	7%	-28%
COc1c(Cl)cc(C(=O)O)cc1Cl	-6%	9%	i	-0.1%	1%	1%	-1%	-2%	-4%

The list goes on:
SMILES	EPAC2 antagonist	ATXN2 expr inh	S2 tox	Nrf2 ARE act	A549 tox	TGFb SMAD3 inh	Nrf2 block	HepG2 viability	MCF10A rerep
NS(=O)(=O)c1ccc(CNC(=O)Cc2cccs2)cc1	2%	3%	i	-0.2%	-3%	-8%	-11%	-3%	4%
COc1cccc(C(=O)N2CCN(Cc3cc(Br)ccc3OC)CC2)c1	0%	-13%	i	-0.1%	-9%	-8%	u	-19%	-3%
COc1ccc2nc(SC(C)C(=O)NC3CCCCC3)[nH]c2c1 (centres undefined)	-2%	4%	i	-0.3%	-5%	-3%	u	-3%	14%
Cc1ccc(CN(C)C(=O)CCc2nc3sc4c(c3c(=O)[nH]2)CCCC4)o1	3%	-4%	i	26%	0%	4%	-18%	-25%	u
COc1ccccc1CNC(=O)CCn1c(=O)c2cccn2c2cccnc21	x	x	x	14%	11%	-13%	2%	-9%	x
Cc1cc(NC(=O)CSc2nccn2-c2cccc(C)c2C)no1	u	u	i	-0.2%	-8%	-8%	u	-9%	u
CCN(CC)S(=O)(=O)c1ccc(C)c(NC(=O)CN2C(=O)NC3(CCCC3)C2=O)c1	0%	-6%	i	0.0%	-6%	2%	-1%	3%	-3%
COc1ccc(CNC(=O)C2CCN(S(C)(=O)=O)CC2)c(OC)c1	6%	-19%	i	-0.3%	6%	-11%	-28%	-24%	-22%
CCOc1ccc(-c2[nH]ncc2Oc2cccc(OC)c2)c(O)c1	-18%	-33%	i	4.1%	-17%	u	u	-47%	u
CC1(C)CC(=O)C=C(c2ccc3c(c2)OCO3)C1	-24%	24%	i	-0.7%	4%	7%	8%	-2%	-2%
O=S(=O)(c1cc(Cl)ccc1Cl)n1nnc2ccccc21	0%	5%	i	-0.5%	0%	-2%	-1%	-69%	-1%
CCN=C1SC(CC(=O)NCc2ccccc2)C(=O)N1CC (centres undefined)	7%	1%	i	-0.6%	4%	13%	-1%	-2%	-4%
COC(=O)c1ccc(S(=O)(=O)N2CCCC2)o1	11%	-8%	i	-0.1%	7%	-1%	x	-1%	-1%
COc1ccc([C@H]2CC(=O)C=C(c3cc(C=O)ccc3OC)C2)cc1	-1%	-29%	i	-0.3%	0%	u	9%	-18%	u
CC(C)NC(=O)CSCc1c(F)cccc1Cl	-3%	2%	i	0.2%	-10%	-6%	2%	7%	3%
Cc1c(NS(=O)(=O)c2ccc(C(=O)N(C)Cc3cccc(Cl)c3Cl)cc2)c(=O)n(-c2ccccc2)n1C	-2%	7%	i	0.5%	1%	-30%	u	-22%	1%

The list is partial, so the mix of outcomes need not match the whole.
